Bioassay records: PubChem, Broad Institute
CAL PDZ FP-1: inhibitors of human CAL PDZ peptide binding. purified CAL PDZ, TMR-peptide fluorescence polarization, 1 h. inhibition, % at 24.9 µM. actives 0.92% (n = 300,000). AID 602252;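 active = mean inhibition of at least 30% with at least half of replicates also reaching 30%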;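 also: 0% = DMSO neutral control and 100% = excess unlabeled competitor peptide PRC23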
SR-BI uptake up: activators of SR-BI mediated HDL lipid uptake. CHO ldlA[mSR-BI] cells, DiI-HDL uptake fluorescence, 3 h; 100 = double the neutral-control signal. actives 0.096% (n = 320,000). activation, % at 12.5 µM. AID 504775;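 active = mean replicate activation of at least 60% and every replicate at or above 60%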;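 also: 0% = median plate neutral-control signal and 100% = twice that signal; values of inactives mirror those of a sister screen read the other way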
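material = CHO ldlA[mSR-BI] cells | medium = Ham's F12 with 0.5% BSA, HEPES 25 mM, pH 7.4 | reagent = fluorescent DiI-HDL, 10 µg/mL final | compound dosing = single-point compound dose | incubation = 3 h, 37 °C | measured by = bottom-read fluorescence, 550/595 nm | measure = HDL uptake via cellular fluorescence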
PvdQ inh: P. aeruginosa PvdQ acylase inhibition; inhibition, % at 10 µM; actives 0.063% (n = 340,000); AID 488965; purified PvdQ acylase, fluorescence plate reader; in the data active = inhibition above about 30%, passing the limit was not always enough;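 also: 0% = vehicle neutral wells and 100% = reference inhibitor wells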
dFosB activator: activators of mouse delta FosB homodimer; purified delta FosB, TAMRA-CDK5 oligo fluorescence polarization; percent of positive-control signal above neutral wells; AID 493131; actives 0.99% (n = 340,000); activation, % at 25 µM;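 active = mean activation above about 17%, with every replicate also reaching it, limit read from the data, passing the limit was not always enough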;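 also: fluorescence polarization rise as delta FosB binds a TAMRA Cdk5 AP-1 oligo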
Target sequence (P13346 whole entry, looked up): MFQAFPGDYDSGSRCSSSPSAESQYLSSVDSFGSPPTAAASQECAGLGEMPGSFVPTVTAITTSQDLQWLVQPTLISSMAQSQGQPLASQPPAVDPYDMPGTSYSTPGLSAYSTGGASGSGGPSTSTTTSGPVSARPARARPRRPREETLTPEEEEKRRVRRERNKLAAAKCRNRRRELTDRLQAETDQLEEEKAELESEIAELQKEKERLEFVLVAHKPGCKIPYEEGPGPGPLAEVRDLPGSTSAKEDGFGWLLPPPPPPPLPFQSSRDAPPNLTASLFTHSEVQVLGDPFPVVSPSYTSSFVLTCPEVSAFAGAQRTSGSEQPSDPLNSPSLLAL
CAL PDZ FP-2: human CAL PDZ-peptide interaction inhibition | Q9HD26 | purified CAL PDZ, TMR-peptide fluorescence polarization, 1 h | inhibition, % at 20 µM | actives 0.02% (n = 330,000) | AID 504414;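 active = highest replicate inhibition of at least 40%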;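 also: plate controls were DMSO neutral control wells for no effect and unlabeled competitor peptide control wells for full effect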
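Material – purified CerCALP PDZ construct · Detection – FP readout, S and P plane fluorescence · Measure – percent inhibition from loss of millipolarization · Controls – unlabelled peptide for full inhibition, DMSO wells as neutral · Probe or stimulus – TMR-labelled reporter peptide T*-PRC34 bound in PDZ groove · Times – 1 h at RT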
NSD2 inh: blocks human histone methyltransferase NSD2; O96028; NSD2 peptide methylation, AlphaScreen, 120 min; inhibition, % at 12.5 µM; actives 0.54% (n = 310,000); AID 743445; in the data active = inhibition above about 50%
Rtt109 HAT inh: blocks Candida albicans Rtt109/Vps75 acetyltransferase activity; purified Rtt109/Vps75, ThioGlo CoA-SH fluorescence, 4 h; inhibition, % at 34.9 µM; actives 0.16% (n = 330,000); AID 540336;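 active = inhibition of at least 50% in every replicate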
SR-BI DiI inh: mouse SR-BI HDL lipid transfer inhibition. ldlA[mSR-BI] CHO cells, DiI-HDL uptake fluorescence, 3 h. actives 0.96% (n = 320,000). inhibition, % at 12.5 µM. Q61009;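 active = mean replicate inhibition of at least 70% and a set share of replicates each scoring 70 or more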;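 also: 0% = median of neutral control wells and 100% = median of positive control wells; values of inactives mirror those of a sister screen read the other way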
Target sequence (Q61009 whole entry, looked up): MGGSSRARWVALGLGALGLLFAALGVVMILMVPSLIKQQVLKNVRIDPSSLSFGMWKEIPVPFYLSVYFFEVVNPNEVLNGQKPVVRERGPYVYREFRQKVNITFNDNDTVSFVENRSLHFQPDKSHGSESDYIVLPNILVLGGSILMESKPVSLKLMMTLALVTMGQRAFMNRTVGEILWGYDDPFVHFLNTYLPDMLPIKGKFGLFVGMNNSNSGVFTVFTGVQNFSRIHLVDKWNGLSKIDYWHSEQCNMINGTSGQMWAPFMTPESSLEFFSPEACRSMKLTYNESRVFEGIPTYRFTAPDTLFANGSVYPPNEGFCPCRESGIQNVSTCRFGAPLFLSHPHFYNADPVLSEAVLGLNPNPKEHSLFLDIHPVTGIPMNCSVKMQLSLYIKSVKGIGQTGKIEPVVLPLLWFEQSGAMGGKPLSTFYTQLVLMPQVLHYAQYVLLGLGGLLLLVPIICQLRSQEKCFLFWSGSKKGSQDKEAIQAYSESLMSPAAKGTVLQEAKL
MITF TRPM1 HTS: increases MITF-driven TRPM1 promoter luciferase signal. activation, % at 12.5 µM. actives 0.75% (n = 300,000). AID 588334. SK-MEL-5 TRPM1-promoter luciferase, 24 h; % of positive control, neutral wells = 0;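 active = mean activation of at least 80% with every replicate also reaching 80%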;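 also: 0% = neutral control wells and 100% = parthenolide positive control wells; values of inactives mirror those of a sister screen read the other way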
PfHsp90 set2: growth inhibition of yeast expressing Plasmodium Hsp90 | S. cerevisiae expressing PfHsp90, BacTiter-Glo ATP, 48 h; yeast lacking PDR1 and PDR3 efflux regulators | inhibition, % at 9.4 µM | actives 0.32% (n = 310,000) | AID 504621;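 active = every replicate shows inhibition above about 80%, whatever the replicate mean, limit read from the data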;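 also: 0% = DMSO neutral controls and 100% = 20 µM radicicol positive controls; yeast relying on Plasmodium falciparum Hsp90 in place of its own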
Starred values were filed as active, the others as inactive; · = not tested or not shown.

SMILES	CAL PDZ FP-1	SR-BI uptake up	PvdQ inh	dFosB activator	CAL PDZ FP-2	NSD2 inh	Rtt109 HAT inh	SR-BI DiI inh	MITF TRPM1 HTS	PfHsp90 set2
COc1ccc(/C=N/NC(=O)C(=O)N2CCCC2)cc1	-3	-10	5	0	-1.5	-2	-5	10	11	10
COCCNC(=O)c1cc(-c2ccccn2)nc2ccc(S(=O)(=O)N3CCC(C)CC3)cc12	0	0	0	5	-2.6	-4	1	0	-3	4
COc1ccc2oc(C(=O)OC(C)C(=O)Nc3ccc(N4CCOCC4)cc3)c(C)c2c1 (stereo unspecified)	-4	-38	-16	-8	-0.3	2	1	38	-4	-6
CCC(C)NC(=O)C1c2ccccc2Oc2ccccc21 (stereo unspecified)	-3	13	-12	3	0.0	-4	1	-13	7	3
O=C1NC2(CCCCCC2)C(=O)N1Cc1ccc(Cl)cc1Cl	0	1	-23	-8	-2.1	-1	-2	-1	4	-49
COc1cc(CNc2nnnn2C)ccc1OCc1c(F)cccc1Cl	-2	-21	-3	4	-0.9	1	-7	21	-7	12
COc1cccc(-n2c(SCc3c(C)noc3C)nnc2-c2cccc(S(=O)(=O)N(C)C)c2)c1	-5	-9	-7	-13	-2.9	1	5	9	-3	3
CCC(Sc1nc2ccsc2c(=O)n1Cc1ccc(C(=O)O)cc1)C(=O)Nc1ccc(C)c(Cl)c1 (stereo unspecified)	-2	-2	-7	-23	-3.9	23	-20	2	-10	-15
Cc1ccc(-c2cc(C(=O)N3CCOCC3)c3ccccc3n2)o1	-1	2	-19	-3	0.3	-1	-3	-2	5	20
CCOc1ccc(-n2c(N)c(C(=O)NCc3ccco3)c3nc4ccccc4nc32)cc1	0	11	7	-13	-1.5	·	-9	-11	20	21
Cc1nnc(C)n1/N=C/c1ccccc1	-1	13	8	-2	-2.1	-3	10	-13	-5	20
CCN(CC)S(=O)(=O)N1CCC(C(=O)NCc2ccc3c(c2)OCO3)CC1	3	2	-12	-6	0.1	-1	-2	-2	7	15
CCCCCCC(C)n1cc(C(C)=O)c(=O)n(C)c1=O (stereo unspecified)	-5	22	-7	-4	-1.3	39	0	-22	-1	-41
Cn1c(SCC(=O)NCc2cccs2)nnc1-c1ccncc1	0	3	7	1	0.3	-3	-11	-3	-14	1
O=S(=O)(NCCc1ccccc1)c1ccc(Cl)nc1	-3	12	-14	-15	-1.1	-1	-6	-12	-3	-15
COc1ccc(CC(=O)OCC(=O)N2CCCc3ccccc32)cc1OC	-1	0	-14	-1	-1.0	·	-3	0	-5	15
O=C(COc1ccccc1F)Nc1ccc2c(c1)OCCO2	·	·	-6	2	-0.9	0	-5	·	76	-10
COCCNC(=O)C(c1ccncc1)N(C(=O)c1sc(C)nc1C)c1cccc(C)c1 (stereo unspecified)	·	26	1	3	0.5	-1	12	-26	·	10
COc1ccc(/C=N/n2c(SC)nnc(C(C)(C)C)c2=O)cc1OC	3	-29	-1	3	-0.9	2	-4	29	-3	15
CCOC(=O)C1CCN(C(=O)CN(c2ccc(OC)cc2)S(=O)(=O)c2c(C)noc2C)CC1	·	15	-10	-13	0.4	·	-10	-15	19	-4
COc1ccc(Cl)cc1S(=O)(=O)N(C)CC(=O)N1CCCC1	-2	7	-15	-2	-1.0	1	6	-7	-5	3
Cc1ccc(NC(=O)CN2C(=O)N/C(=C/c3ccc(C)o3)C2=O)cc1	-3	12	7	2	0.2	1	0	-12	8	4
CCCCN(C(=O)C1CC(=O)N(Cc2ccc(C)cc2)C1)c1c(N)n(CC(C)C)c(=O)[nH]c1=O (stereo unspecified)	-1	5	-10	-3	-2.6	-1	-7	-5	-6	-11
CC(=O)NCCNC(=O)[C@H](Cc1ccccc1)NC(=O)c1cccs1	-2	6	-13	-1	-2.1	-2	-8	-6	-9	·
Cc1cc2oc(C(=O)Nc3ccc(S(=O)(=O)Nc4ncccn4)cc3)c(C)c2cc1Cl	-1	·	0	0	-2.6	-2	4	-18	3	-17

Whole records, quoted from the list. Screens in order: CAL PDZ FP-1	SR-BI uptake up	PvdQ inh	dFosB activator	CAL PDZ FP-2	NSD2 inh	Rtt109 HAT inh	SR-BI DiI inh	MITF TRPM1 HTS	PfHsp90 set2
`Cc1cc2oc(C(=O)Nc3ccc(S(=O)(=O)Nc4ncccn4)cc3)c(C)c2cc1Cl` across the screens: -1	·	0	0	-2.6	-2	4	-18	3	-17
`CCC(C)NC(=O)C1c2ccccc2Oc2ccccc21` (stereo unspecified) across the screens: -3	13	-12	3	0.0	-4	1	-13	7	3
`COc1ccc(CC(=O)OCC(=O)N2CCCc3ccccc32)cc1OC` across the screens: -1	0	-14	-1	-1.0	·	-3	0	-5	15
`CCCCCCC(C)n1cc(C(C)=O)c(=O)n(C)c1=O` (stereo unspecified) across the screens: -5	22	-7	-4	-1.3	39	0	-22	-1	-41
`COc1ccc(/C=N/NC(=O)C(=O)N2CCCC2)cc1` across the screens: -3	-10	5	0	-1.5	-2	-5	10	11	10

(next part)
SMILES	CAL PDZ FP-1	SR-BI uptake up	PvdQ inh	dFosB activator	CAL PDZ FP-2	NSD2 inh	Rtt109 HAT inh	SR-BI DiI inh	MITF TRPM1 HTS	PfHsp90 set2
Fc1ccc(CSc2ncnc3sc4c(c23)CCCC4)cc1	·	-18	-9	-7	-0.7	0	4	18	2	-25
COC(=O)c1c(C)oc2ccc(N(C(=O)c3ccncc3)S(=O)(=O)c3ccccc3)cc12	8	-1	-28	-19	-2.3	-2	0	1	-9	-7
O=C1CSc2cc(Cl)ccc2N1	0	3	-12	-4	-1.0	0	7	-3	-1	15
COc1ccc(N(CC(=O)NC2CCCCC2)C(=O)c2ccc(C)s2)c(OC)c1	-3	-13	1	-7	-1.3	3	20	13	-20	0
COc1ccc(C(=O)CCN2CCN(c3ccccc3F)CC2)cc1	-3	·	-15	1	-1.9	11	-1	·	-3	-8
COc1ccc(S(=O)(=O)NCCOc2ccc(Cl)cc2)cc1	-6	-1	-7	-16	0.0	0	-12	1	1	·
N#Cc1ccccc1Sc1ccccc1C(=O)NCC(c1ccco1)N1CCCCC1 (stereo unspecified)	·	2	-8	7	-0.5	1	0	-2	17	3
O=C(/C=C/c1cccc([N+](=O)[O-])c1)OCC1CCCO1 (stereo unspecified)	-4	25	-11	-4	-0.7	5	10	-25	·	5
COc1ccc(/C=C(/NC(=O)c2ccccc2)C(=O)N2CCCCC2)cc1OC	-2	2	-12	-3	-2.0	0	-2	-2	7	-13
CCc1ccccc1NC(=O)CNC(=O)CSC(=S)N1CCCC1	-1	13	0	-5	-0.5	26	12	-13	-2	-26
O=C(Nc1ccccc1Cl)C1CC(=O)N(c2ccccc2)C1 (stereo unspecified)	3	-3	-13	-8	-0.3	-3	-8	3	·	4
COc1ccc(OCc2cccc(C(=O)Nc3cc(C)on3)c2)cc1	-4	-31	-18	-2	-1.8	0	-3	31	-58	-7
O=C(Cc1ccccc1)NC(C(=O)O)C(O)c1ccc([N+](=O)[O-])cc1 (stereo unspecified)	-1	3	-9	-2	-1.6	-1	·	-3	4	-24
Cc1ccccc1N1C(=O)c2ccccc2NC1c1ccncc1 (stereo unspecified)	11	1	-6	-5	-0.4	-3	2	-1	8	7
O=C(O)c1cccc(-c2ccc(/C=N/NC(=O)c3cccnc3)o2)c1	-3	25	-1	0	-4.2	32	4	-25	11	-20
COC(=O)Cc1cccc2c(=O)c3ccccc3oc12	-2	3	2	-5	-0.4	18	11	-3	·	-15
CC(=O)c1ccccc1N(C(=O)Cn1nnc2ccccc21)C(C(=O)NCC1CCCO1)c1ccc(N2CCOCC2)cc1 (stereo unspecified)	-3	4	0	-8	-1.1	-2	3	-4	-18	3
COc1ccc(OCCOC(=O)c2ccc(-n3cnnn3)cc2)cc1	-1	13	-10	-10	-1.3	0	-2	-13	5	-17
COC(=O)Cn1nc(-c2ccccc2)c2ccccc21	·	-31	-11	-6	0.8	-8	7	31	-6	9
C/C(=N\N1CCN(C)CC1)c1ccc(Cl)c(Cl)c1	5	8	-1	-1	-0.5	4	-21	-8	7	-15
C=CCN(C(=O)CCC(=O)Nc1cc(C)on1)C(C(=O)NC(C)(C)C)c1ccc(OC)cc1 (stereo unspecified)	0	·	-5	0	-2.1	10	-7	·	4	7
Fc1cc(F)c2nc(N3CCCC3)sc2c1	-1	29	-8	-4	0.8	10	-1	-29	60	-21
CC1CN(C(=O)COC(=O)/C=C/c2ccc(C(F)(F)F)cc2)CC(C)O1 (stereo unspecified)	-3	5	-13	-5	-1.3	1	8	-5	5	·
CC(=O)c1c(C)[nH]c(C(=O)Nc2ccc(C)cn2)c1C	-5	-23	-7	-2	-2.2	-2	1	23	-43	-17
COc1ccc(CN(CCC(c2ccccc2)C2CCOC(C)(C)C2)C(C)=O)cc1 (stereo unspecified)	6	5	9	-2	-2.7	0	31	-5	1	-106

Later entries:
SMILES	CAL PDZ FP-1	SR-BI uptake up	PvdQ inh	dFosB activator	CAL PDZ FP-2	NSD2 inh	Rtt109 HAT inh	SR-BI DiI inh	MITF TRPM1 HTS	PfHsp90 set2
COc1ccc(/C=C2/SC(=S)N(CCC(=O)O)C2=O)cc1	·	19	-9	-4	-2.9	5	32	-19	-62	-10
Cc1ccc(S(=O)(=O)N2CCCCC2C(=O)O)s1 (stereo unspecified)	-4	7	8	-2	-0.2	0	13	-7	13	-5
CCc1ccc(NC(=S)Nc2ccc(S(=O)(=O)Nc3ncccn3)cc2)cc1	3	·	2	2	0.2	·	2	·	27	-29
CCN(CC)c1cc(C)c2cc(NC(=O)c3ccccc3OC)ccc2n1	-1	-35	-6	-46	-1.3	-10	-3	35	31	·
O=C(COC(=O)COc1ccc(Br)cc1)Nc1ccc2c(c1)OCCO2	-7	19	-15	-10	-1.0	-5	4	-19	10	-4
O=C(CSCc1c(F)cccc1Cl)NCCSCc1ccco1	-2	2	0	-7	0.0	1	14	-2	7	·
COc1ccc(OC)c(-c2c3c([nH]c(=S)c2C#N)CCCC3)c1	-6	-6	-9	-6	-1.9	4	10	6	11	9
O=C(Nc1nc(-c2ccccn2)cs1)c1cccc(S(=O)(=O)N2CCOCC2)c1	·	-64	-12	-16	-1.6	6	0	64	-41	-10
CCC(C)[C@H](NC(=O)N1CCC(Cc2ccccc2)CC1)C(=O)O (stereo partly specified)	-2	-2	3	-4	·	4	5	2	-6	0
CCCCOC(=O)CSC1=C(C#N)C(c2ccc3c(c2)OCO3)CC(=O)N1 (stereo unspecified)	1	7	-11	-4	-2.2	0	1	-7	-6	0
O=C(COC(=O)C1CCN(c2ccc(C(F)(F)F)cn2)CC1)c1ccc(F)cc1	-19	15	-6	-13	-4.0	-3	-10	-15	9	-15
Cn1cncc1C#Cc1c(C=O)[nH]c2ccccc12	-4	22	-14	-14	-0.5	·	0	-22	-60	7
CCC(Oc1ccccc1)C(=O)NCCCN1CCOCC1 (stereo unspecified)	-4	16	-1	-2	-0.2	-1	5	-16	3	-2
